Mtb RmlCD inh: M. tuberculosis RmlC/RmlD inhibition. P9WH09+P9WH11. hit rate 0.03% among 160,000. inhibition, % at 3.6 µM. RmlC+RmlD coupled enzyme assay, percent inhibition; primary screen in compound mixtures; in the data active = inhibition mostly above about 34%, no sharp cut-off; inconclusive = no clear call, values can overlap the other calls; inactive = mostly below about 22%; note: some results filed as inactive read as strong as hits
Target sequence (P9WH09 whole entry, looked up): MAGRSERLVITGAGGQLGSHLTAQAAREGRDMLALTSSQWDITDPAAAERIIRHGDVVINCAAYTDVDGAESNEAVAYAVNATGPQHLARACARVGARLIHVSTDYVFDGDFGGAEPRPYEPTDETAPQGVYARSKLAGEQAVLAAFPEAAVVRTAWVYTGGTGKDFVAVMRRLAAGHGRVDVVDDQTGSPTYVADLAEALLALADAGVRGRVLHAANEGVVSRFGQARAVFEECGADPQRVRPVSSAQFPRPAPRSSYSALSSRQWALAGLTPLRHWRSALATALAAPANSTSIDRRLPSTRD
Target sequence (P9WH11 whole entry, looked up): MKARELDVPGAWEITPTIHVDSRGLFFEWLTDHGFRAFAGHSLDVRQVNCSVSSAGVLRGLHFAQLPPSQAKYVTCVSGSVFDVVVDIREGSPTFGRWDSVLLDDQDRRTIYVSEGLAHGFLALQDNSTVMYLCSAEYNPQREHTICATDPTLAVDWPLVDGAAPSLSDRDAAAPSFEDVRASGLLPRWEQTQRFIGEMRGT
M. tuberculosis GlmU: inhibition of mycobacterial GlmU enzyme – biochemical, glucosamine-1-phosphate acetyltransferase (AID 1376) | M. tuberculosis GlmU acetyltransferase enzyme assay; higher % means a stronger effect | inhibition, %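 (tested at 30 µM in the primary screen)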, or IC50 in µM where a hit was titrated | hit rate 0.25% among 220,000; in the data active = inhibition above about 13%; inconclusive = no clear call, values can overlap the other calls;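 note: 0% = complete reaction with vehicle and 100% = reaction without substrate; strong numbers were not always called active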
The depositor's hits bear a star; ? = inconclusive; nt = no result given.

Second line of a record: Mtb RmlCD inh	M. tuberculosis GlmU
CCCC(C(=O)NC1CCCC1)N(Cc1ccc2c(c1)OCO2)C(=O)c1snc(C(N)=O)c1N (configuration not stated)
 : 6	-0.4%
COC(=O)CNC(=O)c1ccc(=O)oc1
 : -6	-0.1%
CCOC(=O)C1=C(CC)Nc2ccccc2N/C1=N\S(=O)(=O)c1ccc(C(=O)OCC)cc1
 : nt	-2.0%
COCCCNC(=O)C1CCN(S(=O)(=O)N(CC(C)C)CC(C)C)CC1
 : -5	5.8%
CN1C(=O)C(Cc2ccc3c(c2)OCO3)C(=O)N(C)C1=O
 : nt	0.3%
CCCC(=O)Nc1ccc(C(=O)N/N=C/c2cccnc2)cc1
 : 13	8.9%
CCOc1ccc(-c2nnc(SCC(=O)N3CCN(c4ccccc4)CC3)o2)cc1
 : nt	-6.0%
COc1ccc(NC(=O)N2CCCC(CNS(=O)(=O)c3cccs3)C2)c(C)c1 (configuration not stated)
 : -3	2.9%
Clc1ccc(Nc2ncn[nH]2)cc1
 : 4	-2.5%
COc1ccccc1COn1c(=O)c(-c2ccco2)[n+]([O-])c2ccccc21
 : 11	-1.5%
CCOc1cccc(NCc2cc3c(C(C)(C)C)nn(-c4ccccc4)c3[nH]c2=O)c1
 : -7	5.1%
Cc1cccc2nc3c(nc12)-c1ccccc1C3=O
 : nt	-0.6%
COc1ccc(NC(=O)CC2C(=O)N(c3cccc(OC)c3)C(=O)N2CCC(C)C)cc1 (configuration not stated)
 : 30	0.8%
O=C(O)CCN1C(=O)c2ccncc2C1=O
 : 5	nt
O=C(COC(=O)c1nc(Cl)ccc1Cl)Nc1ccc2c(c1)OCO2
 : nt	2.9%
COc1ccc(NC(=O)C2C(=O)N(CCO)C3(C)CC2c2ccccc2O3)cc1 (configuration not stated)
 : -1	-1.4%
Cc1c(C(C)(C)C)c(C=S)n2ccccc12
 : 39	nt
CCOc1cc(/C=N/Nc2nc3ccccc3[nH]2)cc(Br)c1OCC(=O)N(C)C
 : -11	2.0%
Cc1ccc(NS(=O)(=O)c2ccc(NC(=O)[C@@H]3CCCC[C@@H]3C(=O)O)cc2)c(C)c1
 : -60	-0.7%
CCCCCOc1ccccc1C(=O)NCC(=O)O
 : nt	7.4%
O=C(Nc1cccc([N+](=O)[O-])c1)c1ccncc1
 : 9	2.1%
C=CCc1ccc(OCCOCCOc2cccc3ccc(C)nc23)c(OC)c1
 : nt	-5.5%
COc1ccc(OCCN(C)Cc2ccccc2)cc1
 : -6	13%
O=C1c2ccccc2C(=O)c2c1ccc(C(=O)N1CCCCC1)c2NCCO
 : nt	0.7%
CCCCN(CCCC)C(=O)CSc1nnc2n(C)c(=O)c3c4c(sc3n12)CCCC4
 : nt	-3.1%
CCN(CC)S(=O)(=O)N1CCC(C(=O)NCc2ccco2)CC1
 : nt	4.7%
COc1ccc(-c2cc(C(F)(F)F)nc(N3CCN(C)CC3)n2)cc1OC
 : 9	-5.9%
COc1ccc(-c2[nH]ncc2CN2CCCC2c2nonc2C)c(F)c1 (configuration not stated)
 : -3	-6.6%
Cc1noc(C)c1C(=O)NCc1ccccc1Br
 : -8	-1.1%
COc1cc(/C=N/NC(=O)CC2(C)OCCCO2)ccc1OCc1ccc(Cl)cc1Cl
 : 36	1.2%
CCOc1cccc(C2C(C#N)=C(N)Oc3cc(C)n(Cc4ccccn4)c(=O)c32)c1OCC (configuration not stated)
 : nt	-3.6%
CCOc1ccc2nc(SCC(=O)NCc3ccco3)sc2c1
 : nt	-5.0%
CC(C)(C)NC(=O)CSC(=Nc1cccc(F)c1)NC#N
 : nt	-1.6%
CCN1CCN(C(=O)c2ccc(C(F)(F)F)cc2)CC1
 : nt	-3.0%
CON(C)S(=O)(=O)c1ccc2c(c1)N(Cc1ccc(C)cc1)C(=O)C1CCCN21 (configuration not stated)
 : 19	2.0%
c1ccc(-c2nc3ccccc3c3nncn23)cc1
 : 16	-2.8%
CC(=O)Nc1ccc(C(=O)N/N=C/c2ccc(F)cc2)cc1
 : -7	0.1%
CCCNC(=O)c1ccc2c(=O)c(O)c(C)[nH]c2c1
 : nt	2.6%
C[C@](N)(Cc1ccc(O)c(O)c1)C(=O)O
 : nt	4.4%
CC(Sc1ccccc1)C(=O)NN=C1CCN(C)CC1 (configuration not stated)
 : -6	-1.6%
N#C/C(=C\c1ccc(OC(F)F)cc1)C(=O)N1CCCCC1
 : nt	-2.9%
O=C(CSC1=N/C(=C/c2ccc(Cl)c(Cl)c2)C(=O)N1c1ccccc1F)NC1CC1
 : -6	-0.8%
CCOCCCNc1c2c(nc3cc(-c4ccc(F)cc4)nn13)CCC2
 : -7	0.7%
OCCC1CN(Cc2cc(F)ccc2-n2cccn2)CCN1Cc1ccc(F)cc1 (configuration not stated)
 : nt	-4.3%
CSc1ccccc1C(=O)C1CCCN(C(=O)c2ccc(N3CCOCC3)cc2)C1 (configuration not stated)
 : 7	-1.9%
O=C(NC1CCN(C(=O)NC2CCCCC2)CC1)c1ccco1
 : -1	-5.3%
Cc1ccc(C(=O)Nc2ccc(NC(=O)c3cccs3)cc2)cc1[N+](=O)[O-]
 : nt	0.3%
COc1ccc(NC(=O)CN2C(=O)/C(=C3\SC(=S)N(C4CCS(=O)(=O)C4)C3=O)c3ccccc32)cc1 (configuration not stated)
 : 2	5.2%
O=C1c2ccccc2C(=O)c2c1cccc2N1CCOCC1
 : 9	nt
O=C(CCc1ccc(O)cc1)N/N=C/c1coc2ccccc2c1=O
 : nt	-2.0%
O=C(Nc1ccc(N2CCN(C(=O)c3ccc(Cl)cc3)CC2)cc1)c1cc2ccccc2o1
 : nt	0.0%
CCCn1c(N2CCN(C(=O)Nc3ccccc3)CC2)nc2ccccc21
 : -5	-0.6%
CC1=CC=CC2=NC(=O)CC(C)(C(=O)N(CC(=O)NC(C)C)C3CCCC3)N12 (configuration not stated)
 : 20	2.8%
CC(C)N(Cc1ccccc1)C(=O)CCc1ccccc1
 : nt	2.6%
Cn1cccc1/C=C1\SC(=O)N(c2ccc(O)cc2)C1=O
 : 9	1.5%
COc1ccc(/C=N/NC(C)(C)C)c(OC)c1
 : -4	3.4%
O=C(CNC(=O)c1ccc(Cl)cc1)NCC(F)(F)F
 : -4	1.9%
O=C(NN1C(=O)C2C3C=CC([C@H]4CC34)[C@@H]2C1=O)c1ccc(Br)cc1 (some centres not stated)
 : nt	5.5%
O=C(NCc1cccnc1)c1csc2c1CCCC2
 : -10	2.0%
CN1CCC(OC(=O)COc2ccc(F)cc2)CC1
 : 19	-10%

(listing goes on)
Second line of a record: Mtb RmlCD inh	M. tuberculosis GlmU
CCc1nc(N2CCOCC2)c(C#N)c2c1CCCC2
 : 21	nt
O=C(CCc1nc2cccnc2n1Cc1ccccc1)NCCc1ccc(Cl)cc1
 : -2	-2.9%
CSc1cccc(NC(=S)N(Cc2ccc(C)cc2)Cc2cccnc2)c1
 : 6	0.5%
O=C(NCc1ccco1)C1CC(c2ccc(C(F)(F)F)cc2)=NO1 (configuration not stated)
 : nt	3.0%
COc1ccccc1NS(=O)(=O)c1cc([N+](=O)[O-])ccc1N/N=C/c1sc(N2CCOCC2)nc1-c1ccccc1
 : -15	0.0%
CCCCn1c(=O)[nH]c(=O)c2c1nc(-c1ccccc1F)n2Cc1ccccc1
 : -4	-1.0%
CCOc1ccc(/C=N/Nc2nc(=O)[nH]nc2C)cc1OC
 : -8	2.6%
Cn1cnc(CCN)c1
 : nt	5.8%
Cc1ccc(Nc2nc(C)c(CCC(C)C)c(=O)[nH]2)cc1
 : nt	1.0%
Cc1cc(C)c2cc(C#N)c(NCCNC(=S)NCCCN3CCOCC3)nc2c1
 : nt	2.5%
CC(C)(C)NC(=O)CSCc1c(Cl)cccc1Cl
 : 7	5.6%
O=C(NCC1CCCO1)C(c1cccs1)N(Cc1ccccc1)C(=O)c1ccc(-c2ccccc2)[nH]1 (configuration not stated)
 : nt	4.7%
COc1ccc2nc(NC(=O)CN(c3ccc(C)cc3)S(=O)(=O)c3c(C)nn(C)c3C)sc2c1
 : -4	4.0%
CCNc1nc(Oc2ccc(=O)n(-c3ccccc3)n2)nc(N(C)C)n1
 : 63	-0.2%
COc1cccc(-n2nc(C(=O)N3CC(C)CC(C)C3)c3ccccc3c2=O)c1 (configuration not stated)
 : -3	3.3%
Cn1c(Oc2ccc(Cl)c3cccnc23)nc2c1c(=O)n(Cc1ccccc1Cl)c(=O)n2C
 : nt	5.9%
Cc1ccc(Cc2cnc(N)s2)o1
 : 1	-1.2%
C/C(Cl)=C\CSc1nnc2n(N)c(=O)c3ccccc3n12
 : 9	-1.9%
COCCCn1c(SCc2ccc(OC)cc2)nc2cc(OC)c(OC)cc2c1=N
 : -2	1.4%
COc1ccc2c(c1)O/C(=C\c1sccc1C)C2=O
 : 5	-3.0%
CCN(CC)CCCN=C(C)c1c(O)n(-c2ccccc2)c(=O)[nH]c1=O
 : 2	1.5%
O=C(CCOc1ccccc1)OCC(=O)c1cc2ccccc2o1
 : 4	3.1%
CCOC(=O)C1=C(CSCC(=O)OC)NC(=O)NC1c1cc(C)ccc1C (configuration not stated)
 : nt	1.4%
Cc1nc2ccccn2c1C(=O)NN=C1CCN(C)CC1
 : -2	2.4%
CCOC(=O)C1CCN(S(=O)(=O)c2cccc3nonc23)CC1
 : 2	2.6%
CC1Cc2ccccc2N1S(=O)(=O)c1cccc(C(=O)NCCCO)c1 (configuration not stated)
 : 12	3.0%
O=C1CC(N2CCN(Cc3ccccc3)CC2)C(=O)N1c1ccc2c(c1)OCCO2 (configuration not stated)
 : -2	-0.7%
Cc1nc(CC(=O)NNS(=O)(=O)c2ccc3ccccc3c2)cs1
 : 8	4.2%
O=C(OCc1nnc(-c2ccccc2)o1)c1ccco1
 : -10	-3.2%
COc1ccc(C(=O)NNS(=O)(=O)c2ccccc2)cc1
 : 40	1.6%

Looked up above.
O=C(CCc1nc2cccnc2n1Cc1ccccc1)NCCc1ccc(Cl)cc1 – M. tuberculosis GlmU: -2.9%
Cn1c(Oc2ccc(Cl)c3cccnc23)nc2c1c(=O)n(Cc1ccccc1Cl)c(=O)n2C – M. tuberculosis GlmU: 5.9%

Later entries:
Second line of a record: Mtb RmlCD inh	M. tuberculosis GlmU
CCn1c(CNc2ccc(F)cc2)nnc1SCC(=O)Nc1ccc(OC)cc1
 : nt	1.8%
O=C(CN1CCC(N2CCCCC2)CC1)N1CCOCC1
 : -7	5.3%
COc1cc(CC(=O)NCc2cccs2)cc(OC)c1OC
 : -5	6.3%
Cc1ccc(C(C(=O)NC2CCCC2)N(Cc2ccco2)C(=O)CCC(=O)Nc2ccccn2)cc1 (configuration not stated)
 : -5	3.0%
O=C(NOC(=O)c1ccccc1)c1ccccc1
 : 10	2.2%
CCOc1ccccc1NC(=O)COC(=O)Cc1ccc(-c2ccccc2)cc1
 : -10	-0.8%
CC(C)CN1CCN(Cc2c(F)cccc2Cl)CC1CCO (configuration not stated)
 : nt	-5.4%
CC1(C)OC(C)(C)/C(=C/Nc2ccc(O)cc2)C1=O
 : nt	-5.0%
CCCn1c(SCC(=O)NC2CCCCC2)nnc1-c1ccncc1
 : nt	1.2%
COC(=O)c1ccc(C2C3=C(Nc4nnnn42)c2ccccc2OC3)cc1 (configuration not stated)
 : 8	8.3%
C/C(N)=C(/C#N)C(=O)COC(=O)CNS(=O)(=O)c1ccc(F)c(F)c1F
 : -4	-3.9%
O=C(CSc1nnc2ccccn12)NCCc1ccc(Cl)cc1
 : 0	0.3%
Cc1ccc(C(=O)Nc2c(-c3cccs3)c(=O)c3ccccc3n2C)cc1
 : nt	3.7%
COc1ccc(C(NC(=O)c2ccco2)c2ccc(OC)c(OC)c2)cc1OC
 : ?	3.1%
COc1ccc(-c2csc(NC(=O)C3CC(=O)N(Cc4ccco4)C3)n2)cc1 (configuration not stated)
 : -4	0.1%
COc1ccc(NC(=O)CSc2ccc(F)cc2)cc1S(=O)(=O)N1CCCCC1
 : 9	-8.6%
O=C(CSc1nnnn1Cc1ccccc1)c1ccccc1
 : 5	-7.0%
CCOC(=O)C(C)Sc1nc(-c2ccc(OC)cc2)nc2c1c(=O)n(C)c(=O)n2C (configuration not stated)
 : nt	5.4%
CCOC(=O)Cc1ncccc1C(=O)Nc1ccc(Oc2ccccc2)cc1
 : 22	-7.7%
O=C(CCCSc1nnc(Nc2ccccc2F)s1)N1CCOCC1
 : -6	-4.0%
O=C(COC(=O)/C=C/c1ccc(S(=O)(=O)N2CCOCC2)cc1)NCc1ccccc1
 : 24	-5.2%
N#CC1=C(N)Nc2nc3ccccc3n2C1c1ccc(F)cc1 (configuration not stated)
 : 16	-7.5%
O=C(O)CNC(=O)c1ccc(Sc2ccccc2)c([N+](=O)[O-])c1
 : -9	5.8%
CCN(CC)S(=O)(=O)c1cc(NC(=O)NCCCl)ccc1C
 : 21	-5.9%

Ordered by molecular weight (largest number first): part of the list above
Second line of a record: Mtb RmlCD inh	M. tuberculosis GlmU
COc1ccc(-c2csc(NC(=O)C3CC(=O)N(Cc4ccco4)C3)n2)cc1 (configuration not stated)
 : -4	0.1%
COC(=O)c1ccc(C2C3=C(Nc4nnnn42)c2ccccc2OC3)cc1 (configuration not stated)
 : 8	8.3%
CC1(C)OC(C)(C)/C(=C/Nc2ccc(O)cc2)C1=O
 : nt	-5.0%

Compounds above containing a CF3 group (four):
Second line of a record: Mtb RmlCD inh	M. tuberculosis GlmU
COc1ccc(-c2cc(C(F)(F)F)nc(N3CCN(C)CC3)n2)cc1OC
 : 9	-5.9%
CCN1CCN(C(=O)c2ccc(C(F)(F)F)cc2)CC1
 : nt	-3.0%
O=C(CNC(=O)c1ccc(Cl)cc1)NCC(F)(F)F
 : -4	1.9%
O=C(NCc1ccco1)C1CC(c2ccc(C(F)(F)F)cc2)=NO1 (configuration not stated)
 : nt	3.0%

Some of the compounds tested; rates above refer to the full screens.
